# Bioassay records (PubChem)
# GLS inhibitor = blocks human kidney-isoform glutaminase activity | O94925 | GLS enzymatic activity, qHTS titration | Potency, µM (top dose mostly 45.5 µM), inactives show at the highest dose activity change, negative = inhibition, hits mostly inhibitors | 0.21% of 410,000 active; also: % is scaled to controls: 0 for no effect and ±100 for the full control effect
#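 Assay buffer: 45 mM KH2PO4 pH 8.2, 0.02% Tween-20. hKGA acts on L-glutamine (1 mM solution added); product glutamate is reported by an oxidase/peroxidase Amplex Red coupling, with fluorescence taken at baseline and 30 min.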
# JMJD2A Tudor = inhibitors of human JMJD2A Tudor domain | O75164 | AlphaScreen JMJD2A-Tudor / H3K4me3 peptide binding | Potency, µM (titrated, usually from 114 µM), for inactives: at the highest dose activity change, negative = inhibition, usual class: inhibitors | 4.4% of 390,000 active; also: % is scaled to controls: 0 for no effect and ±100 for the full control effect; nearly all actives have a fitted effect of over 50% in size
# Pin1 inhibitor = human Pin1 inhibition; Q13526; Potency, µM (doses to about 115 µM), for the others: at the highest dose activity, negative = inhibition, most hits filed as inhibitors; 0.009% of 390,000 active; Pin1 FP peptide displacement, HiFluor488, 10 min; active = well fitted inhibition curve with a large enough effect in the polarisation, with a control signal flat, not every such curve was filed as active; inconclusive = small, poorly fitted or top-dose-only effect, or effect the other way, or a change in a side signal; inactive = no such curve, though single readings can be large or run the other way; the % refers to the polarisation; also: % is scaled to controls: 0 for no effect and ±100 for the full control effect
# HP1b binding inh = blocks HP1-beta chromodomain binding to methylated histone tails. P83916. AlphaScreen HP1-beta / biotin-H3K9me3 peptide binding. Potency, µM (top dose mostly 114 µM), for the others: at the top dose activity change, negative = inhibition, hits mostly inhibitors. 0.56% of 390,000 active. AID 540317; also: nearly all actives have a fitted effect of over 70% in size; inactives centre near 23
# Target sequence (P83916 whole entry, looked up): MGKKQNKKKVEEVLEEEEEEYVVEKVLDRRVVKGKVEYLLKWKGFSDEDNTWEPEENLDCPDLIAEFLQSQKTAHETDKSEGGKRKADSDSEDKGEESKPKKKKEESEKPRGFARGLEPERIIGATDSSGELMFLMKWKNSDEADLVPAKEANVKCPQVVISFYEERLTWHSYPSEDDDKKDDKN
#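 Compound inhibition of the preformed complex between 50 nM HP1-beta and 50 nM biotinylated H3K9me3 peptide was read by AlphaScreen. Buffer was PBS pH 7.4 with 0.01% Tween-20. Incubations ran 30 min at room temperature, with 10 ug/mL donor/acceptor beads.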
# Tb PGK inh = T. brucei PGK inhibition | P07378 | PGK/GAPDH coupled, Kinase-Glo luminescence, 60 min | Potency, µM (series often up to 57.5 µM), for the others: top-dose activity change, negative = inhibition, actives largely listed as inhibitors | 0.043% of 380,000 active; also: % is scaled to controls: 0 for no effect and ±100 for the full control effect; nearly all actives have a fitted effect of over 60% in size
#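 Luminescent ATP detection (Kinase-Glo Plus) follows a 60-minute room-temperature incubation, with wells lacking PGK as controls. Buffer: 100 mM TEA (pH 7.6), 5 mM MgCl2, 0.01% Tween-20. Coupling enzyme GAPDH (100 nM final) supplies unstable 1,3-BPG in-well.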
# rTrxR1 inhibitor = inhibitors of rat thioredoxin reductase 1; O89049; Potency, µM (doses to about 114 µM), for inactives: top-dose activity change, negative = inhibition, actives largely listed as inhibitors; AID 588453; recombinant rTrxR1, NADPH fluorescence consumption, selenite substrate; 1% of 390,000 active; also: % is scaled to controls: 0 for no effect and ±100 for the full control effect; nearly all actives have a fitted effect of over 65% in size
#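 Rat TrxR1 (90 nM in the dispensed reagent) was pre-reduced with 400 uM NADPH for 5 min at room temperature, then incubated with compound for 15 min. After 400 uM selenite was added, NADPH fluorescence (Ex 340/Em 450 nm) was followed for 8 min.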
# RGS4 inhibitor = human RGS4 inhibition; Transcreener GDP fluorescence polarization, RGS4-accelerated GTP hydrolysis; P49798; AID 504845; 0.039% of 390,000 active; Potency, µM (doses to about 114 µM), inactives show at the top dose activity change, negative = inhibition, usual class: inhibitors; also: % is scaled to controls: 0 for no effect and ±100 for the full control effect; nearly all actives have a fitted effect of over 75% in size; some results filed as inactive show a strong effect at the top dose
#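 MLSMR compounds (23 nl, pin-transferred) preincubated 10 min at room temperature with a 500nM (2x) first reagent, then RGS4 at 900nM (2x) plus Transcreener GDP mix added; fluorescence polarization (620/688 nm) read before and after 90 min at 30 °C.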
# ERG Ets-DNA blk = ERG Ets/DNA interaction inhibition; P11308; fluorescence polarization, His-ERG Ets domain / labelled DNA; Potency, µM (series often up to 76.9 µM), for the others: top-dose FP activity, negative = inhibition, hits mostly inhibitors; 0.028% of 370,000 active; AID 624246; active = well fitted inhibition curve with a large enough effect in the polarisation, with a control signal flat; inconclusive = small, poorly fitted or top-dose-only effect, or effect the other way, or a change in a side signal; inactive = no such curve, though single readings can be large or run the other way; the % refers to the polarisation;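 also: polarization taken with two DNA probes labelled with fluorescein and Texas red; % of control where 0% means no effect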
# Target sequence (P11308 whole entry, looked up, the tested form may be a part): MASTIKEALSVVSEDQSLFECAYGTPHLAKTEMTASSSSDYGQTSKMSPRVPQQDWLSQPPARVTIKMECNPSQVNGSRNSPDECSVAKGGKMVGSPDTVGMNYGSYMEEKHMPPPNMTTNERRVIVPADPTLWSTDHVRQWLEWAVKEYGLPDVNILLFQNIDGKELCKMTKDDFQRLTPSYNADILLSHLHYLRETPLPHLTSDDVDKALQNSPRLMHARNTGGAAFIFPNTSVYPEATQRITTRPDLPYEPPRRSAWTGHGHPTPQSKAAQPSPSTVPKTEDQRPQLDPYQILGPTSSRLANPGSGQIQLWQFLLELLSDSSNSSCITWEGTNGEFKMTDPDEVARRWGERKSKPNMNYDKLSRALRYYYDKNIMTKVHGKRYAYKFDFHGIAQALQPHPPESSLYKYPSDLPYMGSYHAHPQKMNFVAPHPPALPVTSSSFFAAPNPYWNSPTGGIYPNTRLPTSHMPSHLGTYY
#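 His-tagged ERG Ets domain (1 uM in the protein solution; 300mM KCl, 50mM Tris-HCl, 1mM EDTA, 1mM DTT, pH 7.5) received compound, then a probe mix of 5 nM fluorescein-DNA and 100nM Texas-615-DNA. Fluorescence polarization was read for both dyes.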
# ALOX12 inh = ALOX12 (human) lipoxygenase inhibition. P18054. purified 12hLO, xylenol orange hydroperoxide absorbance. Potency, µM (series often up to 108 µM), without a hit: at the top dose activity change, negative = inhibition, usual class: inhibitors. 1.1% of 580,000 active; also: % is scaled to controls: 0 for no effect and ±100 for the full control effect
#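 Hydroperoxide product was detected by ferrous iron/xylenol orange as the 573 to 405 nm absorbance ratio. Arachidonic acid at 40 uM (final) was turned over for 30 min at room temperature by 150 nM human 12hLO, pH 7.0 Hepes buffer, after 15 min compound preincubation.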
# Numbers without * were called inactive; i = inactive; u = inconclusive; x = no result given; & = joins results of further samples; [ ] = remark or other dose. Unless noted, calls follow the shape of the dose curve; as a rule, active = well fitted curve in the direction sought with a large enough effect; inconclusive = small, poorly fitted or top-dose-only effect, or another doubt; inactive = no such curve, though single readings can be large; an effect the other way counts as inactive or inconclusive. Potency is read from the fitted curve at half-maximal effect.
1. CCOC(=O)CCCCCC(=O)Nc1ccc2c(c1)CC(=O)N([C@H](C)CO)C[C@@H](C)[C@H](CN(C)Cc1ccc3c(c1)OCO3)O2
2. O=C1CCCN1CCCNc1ccc2nnc(CCC(=O)N3CCN(c4ccc(F)cc4)CC3)n2n1
3. O=C(N[C@@H](Cc1ccc(Br)cc1)C(=O)O)OCC1c2ccccc2-c2ccccc21
4. COc1ccc(S(=O)(=O)N2CCN(C(=O)c3cc(C4CC4)nn3-c3ccccc3)CC2)cc1OC
5. N/C(=N\OC(=O)COc1ccc(Br)cc1)c1ccncc1
6. O=C1NC(=O)C(c2ccccc2)(c2ccccn2)N1 (stereo not given)
assay / entry,1,2,3,4,5,6
GLS inhibitor,0%,6%,7%,5%,-7%,1%
JMJD2A Tudor,-21%,u,-31%,-26%,-4%,-7%
Pin1 inhibitor,2%,-3%,u,5%,-2%,0%
HP1b binding inh,29%,-5%,13%,-5%,38%,-5%
Tb PGK inh,-5%,-3%,i,-1%,i,-2%
rTrxR1 inhibitor,-5%,u,16%,-13%,3%,-1%
RGS4 inhibitor,1%,-47%[56.9 µM],5%,-47%,-9%,5%
ERG Ets-DNA blk,1%,-6%,-2%,1%,-9%,5%
ALOX12 inh,-4%,-6%,u,-3%,-2%,-6%

7. CCN(CC)S(=O)(=O)c1cccc(NC(=O)CCNC(=O)c2ccccc2Cl)c1
8. O=C(Nc1ccc(Cl)cc1C(=O)Nc1ccncc1)c1ccco1
9. CCOC(=O)C1=C(CC)OC(N)=C(C#N)C1c1cccs1 (stereo not given)
10. CCN1CCN(C(=O)c2ccc(-c3nc4ccccc4s3)s2)CC1
11. CC1(CC(=O)N/N=C/c2ccc(OCc3ccc(Cl)cc3Cl)cc2)OCCCO1
12. S=C(c1ccc(-c2cc(Cl)ccc2Cl)o1)N1CCCCC1
assay / entry,7,8,9,10,11,12
GLS inhibitor,5%,2%,19%,3%,0%,13%
JMJD2A Tudor,-12%,-24%,-16%,-12%,-8%[11.4 µM],u
Pin1 inhibitor,-5%,7%,4%,-3%,u,3%
HP1b binding inh,-16%,19%,21%,13%,28%,u
Tb PGK inh,i,1%,-3%,-5%,3%,21%
rTrxR1 inhibitor,3%[57.1 µM],-16%,1%,36%[0.0914 µM],-16%,-18%
RGS4 inhibitor,-8%,35%,14%,15%,-16%[11.4 µM],-26%
ERG Ets-DNA blk,14%,2%,x,-11%,-1%,1%
ALOX12 inh,-4%&5%,1%,u,-9%,0%,-28%

# Of the compounds above, five contain a carbonyl joined to an NH by a bond outside any ring:
1. CCOC(=O)CCCCCC(=O)Nc1ccc2c(c1)CC(=O)N([C@H](C)CO)C[C@@H](C)[C@H](CN(C)Cc1ccc3c(c1)OCO3)O2
3. O=C(N[C@@H](Cc1ccc(Br)cc1)C(=O)O)OCC1c2ccccc2-c2ccccc21
7. CCN(CC)S(=O)(=O)c1cccc(NC(=O)CCNC(=O)c2ccccc2Cl)c1
8. O=C(Nc1ccc(Cl)cc1C(=O)Nc1ccncc1)c1ccco1
11. CC1(CC(=O)N/N=C/c2ccc(OCc3ccc(Cl)cc3Cl)cc2)OCCCO1
assay / entry,1,3,7,8,11
GLS inhibitor,0%,7%,5%,2%,0%
JMJD2A Tudor,-21%,-31%,-12%,-24%,-8%[11.4 µM]
Pin1 inhibitor,2%,u,-5%,7%,u
HP1b binding inh,29%,13%,-16%,19%,28%
Tb PGK inh,-5%,i,i,1%,3%
rTrxR1 inhibitor,-5%,16%,3%[57.1 µM],-16%,-16%
RGS4 inhibitor,1%,5%,-8%,35%,-16%[11.4 µM]
ERG Ets-DNA blk,1%,-2%,14%,2%,-1%
ALOX12 inh,-4%,u,-4%&5%,1%,0%

# The list goes on.
13. Fc1ccc(-c2cnn3c(-c4cccs4)ccnc23)cc1
14. CCN(CC)S(=O)(=O)c1ccc(N2CCCC2)c(NC(=O)Cc2c(F)cccc2Cl)c1
15. Cc1ccnc(NS(=O)(=O)c2ccc(Cl)nc2)c1
16. Cn1c(=O)n(C/C=C/c2ccccc2)c(=O)c2c1nc1n2CCN1c1ccccc1
17. Cc1ccccc1NC(=O)c1c(C)oc2ccc(O)c(CN3CCC(C)CC3)c12
18. CCOC(=O)c1cccc(NC(=O)CCc2c(C)nn(-c3ccc(N4CCCCC4)nn3)c2C)c1
19. CCC1CCC(C(=O)NC(CCSC)C(=O)NCCc2ccc(S(N)(=O)=O)cc2)CC1 (stereo not given)
20. O=C(Nc1ccccc1Cl)N1CCN(c2ccccn2)CC1
assay / entry,13,14,15,16,17,18,19,20
GLS inhibitor,-1%,-2%,0%,5%,25%,-10%,-8%,16%
JMJD2A Tudor,-19%,-6%,-11%,-26%,-30%,u,-2%,-18%
Pin1 inhibitor,u,-3%,-10%,24%,-5%,2%,14%,2%
HP1b binding inh,11%,39%,6%,43%,18%,22%,42%[activator],34%
Tb PGK inh,-1%,0%,i,-9%,i,i,-11%,-1%
rTrxR1 inhibitor,10%[57.1 µM],8%,12%,7%,15%,6%[57.1 µM],17%,11%
RGS4 inhibitor,-25%,5%,24%,-35%,-11%,30%,-2%,5%
ERG Ets-DNA blk,0%,-3%,-3%,6%,-6%,-2%,14%,-2%
ALOX12 inh,-5%,-1%,2%,-24%,u,-7%,0%,-20%

# Only part of the results is shown (hit frequency here may not be typical).
